FXIIa inh – factor XIIa (human) inhibition; P00748; inhibition, % at 5 µM; 220,000 compounds, 0.3% hits; purified FXIIa, Boc-QGR-AMC fluorogenic substrate, 2 h; in the data active means inhibition above about 40%;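 further: 0% = enzyme with no compound and 100% = blank without enzyme; many of its hits are not listed in these tables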
Furin inh – blocks human furin protease activity; 220,000 compounds, 0.061% hits; AID 463115; inhibition, % at 30 µM; purified furin, fluorogenic substrate cleavage; in the data active means inhibition above about 25%; further: inactives centre near -15
Wee1 stabilizer – blocks degradation of human Wee1 kinase. P30291. HeLa Luc-Wee1K328M stability, luciferase luminescence; 100% = proteasome inhibitor MG132 effect. reporter increase, % at 5 µM. 220,000 compounds, 1.2% hits;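 active means activation above the mean of all tested compounds plus 3 SD, set per screening run, cut at about 8.8% in these data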;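 further: cells exposed to compound for 20 h before luminescence read; 0% = DMSO alone and 100% = MG132 at 30 µM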
Cl transport mod – modulates chloride dependent transport by human KCC2; Q9H2X9; KCC2 cells, thallium flux FluoZin-2 fluorescence; B-score of Tl+ flux slope (higher = more flux/activation; lower = inhibition) at 10 µM; 190,000 compounds, 2.2% hits;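 active means thallium flux slope and its plate-corrected score both differing from the plate sample mean at a set confidence after two filtering rounds, in either direction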;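 further: slope of fluorescence scaled to starting intensity during 10 to 20 s after thallium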
FXIa inh – inhibitors of human coagulation factor XIa; purified FXIa, Boc-Glu-Ala-Arg-AMC fluorogenic substrate; inhibition, % at 5 µM; 220,000 compounds, 0.14% hits;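 active means inhibition of at least 40%; inactive means inhibition below 40%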;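 further: fluorescence of freed AMC excited at 355 nm; 0% = enzyme without compound and 100% = no enzyme blank; many of its hits are not listed in these tables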
Target sequence (P03951 19-387 limits assumed): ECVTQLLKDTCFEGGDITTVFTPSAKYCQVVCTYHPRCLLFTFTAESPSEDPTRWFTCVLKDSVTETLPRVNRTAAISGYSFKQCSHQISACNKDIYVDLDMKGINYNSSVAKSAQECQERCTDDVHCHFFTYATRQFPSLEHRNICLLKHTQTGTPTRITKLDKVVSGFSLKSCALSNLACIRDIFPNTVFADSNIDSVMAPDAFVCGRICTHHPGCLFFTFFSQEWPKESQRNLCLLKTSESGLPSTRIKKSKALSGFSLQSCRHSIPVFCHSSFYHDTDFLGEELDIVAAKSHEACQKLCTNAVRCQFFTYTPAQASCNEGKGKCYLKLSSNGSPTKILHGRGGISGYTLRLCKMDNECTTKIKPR
Target sequence (P03951 388-625 limits assumed): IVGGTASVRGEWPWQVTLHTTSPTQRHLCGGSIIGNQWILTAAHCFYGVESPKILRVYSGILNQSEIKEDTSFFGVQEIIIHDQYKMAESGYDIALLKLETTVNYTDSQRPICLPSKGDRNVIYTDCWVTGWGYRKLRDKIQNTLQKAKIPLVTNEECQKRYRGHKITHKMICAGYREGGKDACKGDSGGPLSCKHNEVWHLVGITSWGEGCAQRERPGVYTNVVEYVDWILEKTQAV
thrombin 1536 – blocks human thrombin protease activity | P00734 | alpha-thrombin, Boc-VPR-AMC fluorogenic substrate cleavage | inhibition, % at 5 µM | 220,000 compounds, 0.26% hits | AID 1046;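 active means inhibition at or above 40%; inactive means inhibition below 40%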;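 further: 0% = enzyme with no compound and 100% = wells without enzyme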
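System – human alpha-thrombin protein · Reagent – Boc-VPR-AMC substrate, 15 µM final · Compound – 5 µM single dose in 0.2% DMSO · Schedule – reaction at room temperature · Technique – AMC fluorescence at 355 nm excitation and 460 nm emission · Read-out basis – % inhibition relative to enzyme controls and enzyme-free blanks · Control set – no-compound enzyme wells and no-enzyme blanks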
PERK inh – human PERK inhibition, primary cell-based screen. inhibition, % at 5.6 µM. Q9NZJ5. 220,000 compounds, 0.17% hits. CHO PERK-DD fusion, SEAP luminescence translation reporter;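 active means inhibition above the mean inhibition of all tested compounds plus 3 SD, set separately per screening campaign, cut at about 2.9% in these data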;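 further: PERK kinase domain activated by AP20187 dimerizer at 100 nM; 0% = DMSO with dimerizer and 100% = rapamycin at 8.4 µM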
p97 ATPase inh – blocks human p97 ATPase activity; P55072; recombinant p97 ATPase, Kinase-Glo ATP luminescence, 3 h; inhibition, % at 8 µM; 220,000 compounds, 0.42% hits; in the data active means inhibition above about 15%;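 further: 0% = DMSO vehicle and 100% = wells lacking enzyme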
KLK5 inh – kallikrein 5 (human) inhibition; recombinant hK5, fluorogenic AMC substrate cleavage; inhibition, % at 5 µM; 210,000 compounds, 0.59% hits; AID 873;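 active means inhibition of 40% or more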;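 further: 0% = enzyme controls without compound and 100% = no-enzyme blanks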
Target sequence (Q9Y337 67-293 limits assumed): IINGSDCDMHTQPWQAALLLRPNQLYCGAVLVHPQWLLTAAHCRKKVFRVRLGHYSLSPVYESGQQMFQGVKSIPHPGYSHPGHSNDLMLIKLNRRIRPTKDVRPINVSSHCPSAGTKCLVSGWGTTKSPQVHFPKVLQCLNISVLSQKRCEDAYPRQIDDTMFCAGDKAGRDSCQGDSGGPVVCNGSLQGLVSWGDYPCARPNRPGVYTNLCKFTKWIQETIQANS
An asterisk follows results filed as active; . = not tested or not shown; [ ] = remark or other dose.

SMILES	FXIIa inh	Furin inh	Wee1 stabilizer	Cl transport mod	FXIa inh	thrombin 1536	PERK inh	p97 ATPase inh	KLK5 inh
CC(C(N)=O)N1c2cccc3cccc(c23)S1(=O)=O (centres undefined)	6	-23	2	0.68	-3	2	1.0	4	-6
O=C(O/N=C(\c1ccccc1)c1ccncc1)c1ccccc1Cl	4	-12	9.6*	-0.9	-3	2	0.7	-3	-9
COC(=O)C1C(=O)N2CCCSC2=C(C#N)C1c1cccs1 (centres undefined)	21	-5	0	0.041	2	1	0.9	6	-4
CCOCCCNC(=O)C(c1ccc(Cl)cc1)N1CCN(c2ccccc2)CC1 (centres undefined)	2	-23	.	0.56	-11	-5	.	.	11
Cc1ccc(N2C(=O)NC(NC(=O)C(C)(C)C)(C(F)(F)F)C2=O)cc1 (centres undefined)	12	-21	5	-0.077	5	-11	0.2	5	-3
Cc1ccccc1Cc1c(C)nc2nc(SCC(=O)NCc3ccco3)nn2c1C	-5	-21	1	.	-8	-4	-0.2	5	-2
CCN(CC(=O)NC(C)C)C(=O)[C@H](C)NC(=O)c1ccc(Br)cc1	5	-7	-2	0.25	3	.	0.6	6	-4
COc1ccccc1N1CCN(C(=O)C(NS(=O)(=O)c2cccs2)c2ccccc2)CC1 (centres undefined)	10	-20	-3	-0.34	0	-3	-1.5	-3	-10
CN=c1scc(-c2ccc(Br)cc2)n1C	13	-18[20 µM]	1	0.63	-2	1	0.0	2	-14
Cc1cc(=O)oc2cc(NC(=O)CC3(CC(=O)O)CCCC3)ccc12	-1	-64	2	-0.25	0	-4	1.4	-6	52*
Cc1cc(C)c(S(=O)(=O)N2CCN(c3ccc([N+](=O)[O-])c(NCC4CCCO4)c3)CC2)c(C)c1 (centres undefined)	18	8[20 µM]	2	1.4	3	23	-0.7	-5	41*
O=C(Cn1cnc2c(nnn2Cc2ccc(F)cc2)c1=O)Nc1ccccc1	13	1	5	-0.047	1	0	0.7	-1	3
CC(=O)NC(C)(C)C1CC=C(C)/C(=N\O)C1 (centres undefined)	17	-25	-1	.	1	6	0.9	-1	-9
Cc1cc(C(=O)CSc2nc(N)cc(=O)[nH]2)c(C)n1Cc1ccco1	3	-16	2	-0.29	-5	-4	0.3	4	-2
COc1ccccc1C/C(N)=N/OC(=O)c1cccs1	6	-21	-1	-1.8	-3	-9	-0.6	2	-3
CC(C)(C)[C@@H]1C=C(C(=O)N2CCN(Cc3ccc4c(c3)OCO4)CC2)O[C@H](OCc2ccc(CO)cc2)C1	2	-18	-1	0.094	-1	-6	0.1	1	2
CC(C)(C)c1ccc(C(=O)Nc2ccc(F)cc2)s1	13	-1	12*	1.6	2	8	-0.4	-8	10
O=C(Nc1cccc([N+](=O)[O-])c1)c1ccc(-c2ccccc2)cc1	12	-17	2	1.3	0	3	1.3	6	1
Cc1c(NC(=O)C(C)OC(=O)c2cccc(S(=O)(=O)N3CCOCC3)c2)c(=O)n(-c2ccccc2)n1C (centres undefined)	3	-30	-3	0.25	-9	-3	0.1	-4	-9
CCc1cccc2c(C#N)cn(CC(=O)NCCOC)c12	4	-24	1	0.58	1	3	-0.6	-5	-2
Cn1nc(C(F)(F)F)c(-c2ccc(Br)cc2)c1NC(=O)Nc1ccc(F)cc1F	7	-26	-2	0.99	0	-1	-1.1	6	2
COc1ccccc1-c1cc(C2CC2)nc(N)c1C#N	12	-8	-2	-0.33	0	10	0.9	0	33
O=C(NCC1CCN(S(=O)(=O)c2ccccc2)CC1)Nc1ccccc1	4	-10	1	0.25	3	0	-0.7	-1	-2
O=C(/C=C/c1ccccc1Cl)Nc1ccc(S(=O)(=O)Nc2ncccn2)cc1	8	-26	-2	0.74	-1	-9	1.0	2	7
COc1cc(-c2nc3n(n2)C(c2ccc(F)cc2)C2=C(CCCC2=O)N3)cc(OC)c1OC (centres undefined)	16	-14	1	.	-1	-1	-0.8	0	-1
CCC(NC(=O)N(Cc1ccccc1)Cc1ccc2c(c1)OCO2)(C(F)(F)F)C(F)(F)F	2	-14[20 µM]	1	0.15	0	-11	0.7	2	-8
O=C(CN1CCOCC1)Nc1cc(Cl)ccc1Cl	-4	-23	-1	-0.15	3	3	1.4	2	-8
COc1cccc(-c2nc(CS(=O)(=O)CC(=O)Nc3cc(C)ccc3C)c(C)o2)c1	11	-6	-2	1.7	-1	-5	-0.2	-9	-4
CN1/C(=C\C(=O)c2ccco2)C(C)(C)c2ccccc21	27	-6	-5	-2.5	-9	-6	-0.2	-2	2
CC(C)Oc1ccc(C(=O)Nc2ccccc2N2CCCC2)cc1	19	-16[20 µM]	-1	.	2	1	-0.8	-5	-6

Fetched by compound from the entries so far (5):
SMILES	FXIIa inh	Furin inh	Wee1 stabilizer	Cl transport mod	FXIa inh	thrombin 1536	PERK inh	p97 ATPase inh	KLK5 inh
CCC(NC(=O)N(Cc1ccccc1)Cc1ccc2c(c1)OCO2)(C(F)(F)F)C(F)(F)F	2	-14[20 µM]	1	0.15	0	-11	0.7	2	-8
O=C(O/N=C(\c1ccccc1)c1ccncc1)c1ccccc1Cl	4	-12	9.6*	-0.9	-3	2	0.7	-3	-9
CCN(CC(=O)NC(C)C)C(=O)[C@H](C)NC(=O)c1ccc(Br)cc1	5	-7	-2	0.25	3	.	0.6	6	-4
CC(C)Oc1ccc(C(=O)Nc2ccccc2N2CCCC2)cc1	19	-16[20 µM]	-1	.	2	1	-0.8	-5	-6
COc1ccccc1N1CCN(C(=O)C(NS(=O)(=O)c2cccs2)c2ccccc2)CC1 (centres undefined)	10	-20	-3	-0.34	0	-3	-1.5	-3	-10

New compounds follow.
SMILES	FXIIa inh	Furin inh	Wee1 stabilizer	Cl transport mod	FXIa inh	thrombin 1536	PERK inh	p97 ATPase inh	KLK5 inh
Cn1c(=O)cc(SCC(=O)N2CCCC2)c2ccccc21	-5	-9	1	0.14	1	-2	-0.2	12	-10
O=[N+]([O-])c1cc(C(F)(F)F)ccc1N1CCCNCC1	1	-26	0	-0.013	-5	-6	0.4	-4	.
Fc1cccc(NC(=S)Nc2cccnc2)c1	-2	-20	0	0.15	-6	-1	0.8	2	-10
Cc1nn2c(-c3cccc(NC(=O)CSc4nc5ccccc5o4)c3)nnc2c2ccccc12	16	-9[20 µM]	0	2	8	0	-0.1	2	-4
CCC(C)c1ccc(NC(=O)C/C(C)=N/NC(=O)c2cnccn2)cc1 (centres undefined)	6	-5	-2	0.84	-3	-4	0.7	0	-18
O=C(c1cccnc1)c1cccnc1	4	-18	0	1.2	4	-10	1.3	2	-15
Cc1nc2scc(-c3cccs3)c2c(=O)[nH]1	4	-18[20 µM]	0	-0.25	1	-4	1.8	6	-19
CC(C)OCCCNC(=O)C1CCC(CNS(=O)(=O)c2ccc(Cl)cc2)CC1 (centres undefined)	9	-28	-2	-0.23	4	-3	0.5	3	-9
CCn1cc(C(=O)O)c(=O)c2cc(F)c(N3CCN(C(=S)NC(=O)c4cccc(F)c4)CC3)cc21	1	-17	-2	-0.3	0	0	1.2	11	1
COc1cc(C)c(C(=O)Oc2cc(C)c(C(=O)O)c(O)c2)c(O)c1	10	-32	.	-0.92	1	6	.	.	1
CCN(CC(=O)NC)S(=O)(=O)c1ccc(C)cc1	4	-27[20 µM]	0	-0.34	3	-1	1.2	3	-5
Cc1noc(C)c1C(=O)N1CCC2(CC1)Oc1ccc(F)cc1C(=O)C21CC(c2ccc(Cl)cc2)=NO1 (centres undefined)	9	-35	.	0.4	5	4	.	.	6
CCN1CCCC1CNC(=O)Cn1cccc1C(=O)c1ccccc1C (centres undefined)	5	-13	-2	.	-9	-3	0.0	1	-1
CCC1CCC(NC2CCCCNC2=O)CC1 (centres undefined)	-3	-15	1	.	3	-1	1.1	0	6
COc1ccc(N=C2SC(C(=O)Nc3ccc(F)cc3)CC(=O)N2C)cc1 (centres undefined)	8	-20	-1	0.03	3	6	0.4	0	6
COc1ccc(CN2C(=O)CC(Cc3cc(C)cc(C)c3)C2=O)cc1OC (centres undefined)	16	-12	0	-0.86	14	15	-1.0	-4	-5
Cc1ccc(C(C2C(=O)CC(C)(C)CC2=O)C2C(=O)CC(C)(C)CC2=O)s1	1	-19[20 µM]	1	.	-7	-5	0.9	2	-6
O=C(O)CSCC(=O)Nc1ccc(C(=O)O)cc1	16	-13[20 µM]	2	-0.078	6	-5	0.8	0	-5
O=C(NC(=O)c1ccc(Cl)cc1)Nc1ccc(-c2cnco2)cc1	6	-22	-3	1.4	-1	0	0.6	2	-1
CC(C)c1ccc(NC(=O)C(c2ccccc2)N2CC(=O)Nc3ccccc32)cc1 (centres undefined)	8	-17	1	0.13	5	-2	0.7	15*	-2
CC(C)NC(=O)c1ccccc1-c1ccccc1	8	-11[20 µM]	0	.	8	7	-0.7	0	29
CCS(=O)(=O)c1ccc2oc(SCC(=O)NC(C)C3CC4CCC3C4)nc2c1 (centres undefined)	6	-6[20 µM]	-1	0.5	-3	-4	0.0	-1	3
O=C(Cc1ccccc1)NCCC1=CCCCC1	15	-31	-2	-0.72	3	2	-1.4	3	-9
FC(F)(F)c1ccccc1NC1=NCCC1	11	-23	4	-0.18	0	-10	0.7	7	1
C=CCn1c(C)csc1=Nc1ccc(C(C)=O)cc1	10	-31	-2	-0.093	3	3	1.6	1	3
COc1ccc(/C=C/C(=O)N2CCN(C)CC2)cc1S(=O)(=O)N1CCCCC1	6	-23	-1	0.43	-3	-3	1.6	3	1
O=C(c1ccco1)N1CCN(C(c2ccccc2Cl)c2nnnn2Cc2cccs2)CC1 (centres undefined)	7	-16	0	-0.68	21	0	-1.5	-8	2
CCn1cc(NC(=O)Nc2ccccc2C(=O)OC)c(C(N)=O)n1	8	-25[20 µM]	-2	0.51	5	-8	0.3	-3	2
Nn1c(Cc2ccccc2F)n[nH]c1=S	10	-18	-2	-0.32	2	-1	0.7	-3	5
O=[N+]([O-])c1ccc(NCCCNS(=O)(=O)c2ccccc2)cc1	0	-7	-2	0.013	12	3	1.8	2	-16
CC(=O)Nc1ccc(S(=O)(=O)N2CCN(C(=O)N3CCOCC3)CC2)cc1	18	-6[20 µM]	-3	-0.78	6	-3	1.2	-4	-12
CC(=O)c1cccc(NS(=O)(=O)N(C)C)c1	16	-25[20 µM]	-1	.	-12	-1	0.8	6	1
Cc1ccc(-n2c(C)cc(/C=N/NC(=O)Cn3c4ccccc4c(=O)c4ccccc43)c2C)cc1	11	-17	-2	-0.96	14	-4	0.5	2	-23
CCS(=O)(=O)c1ccc(-c2csc(-c3ccccc3Cl)n2)c(Cl)c1Cl	-3	-11[20 µM]	-3	0.53	-1	2	0.7	3	24
COc1ccc(C)c2sc(=NC(=O)C(C)C)n(C)c12	15	-15	0	.	6	1	0.1	-5	0
Cc1cccc(OCc2n[nH]c(=S)n2Cc2ccccc2)c1	7	-24	1	8.9*	0	0	0.9	-1	2
CCOC(=O)C1=C(N)N2C(=O)C(C)SC2=C(C(=O)OCC)C1c1ccc(O)cc1 (centres undefined)	9	-5	1	-0.63	5	-4	1.9	6	5
CC(C)NC(=S)Nc1ccc(S(=O)(=O)Nc2ncccn2)cc1	14	-19	2	-0.89	7	-6	0.5	4	-19
O=C(CCN1CCOCC1)c1ccc(Br)cc1	5	0	4	-0.8	-2	-1	0.3	6	0
NC(=O)c1c(NC(=O)c2cccs2)sc2c1CCCCCC2	11	-9	0	-0.73	3	-4	-1.0	-6	-6
C/C(=N/NC(=O)Cc1c(C)[nH][nH]c1=O)c1ccc(O)cc1	6	-19	0	0.2	-2	-6	1.1	3	-8
Cc1cc2c(cc1C)CSC(c1ccc3ccccc3c1O)SC2	10	-15[20 µM]	-2	.	3	5	0.6	5	-4
COc1ccc(C2Nc3ccccc3C(=O)N2c2ccccc2)cc1COc1ccccn1 (centres undefined)	10	-34[20 µM]	-1	0.066	0	-1	0.6	1	-16

Screens deposited in PubChem BioAssay by several laboratories.
